# Screening data (PubChem BioAssay)
# GPR35 antagonists: GPR35 antagonists blocking zaprinast-driven arrestin recruitment, primary screen, imaging, U2OS, beta-arrestin-GFP, zaprinast agonist (AID 2058); hit rate 0.052% among 290,000; U2OS GPR35 beta-arrestin-GFP translocation imaging, zaprinast antagonism; higher % means a stronger effect; inhibition, % at 10 µM, or IC50 in µM where a hit was titrated;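 active = inhibition of at least 50% with at least 30 cells and total cytoplasm GFP at most 10,000,000; inconclusive = under 30 cells or total GFP of 10,000,000 plus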
# Dengue-2 NS5 capping: Dengue-2 NS5 methyltransferase inhibitors, primary screen, biochemical, confirmation dose response (AID 588689); Dengue-2 NS5 methyltransferase capping enzyme assay, biochemical; higher % means a stronger effect; one-dose inhibition, % at 25 µM; IC50 in µM for titrated hits; hit rate 0.3% among 340,000; in the data active = a potency from the dose series; inconclusive = inhibition above about 29% without an active follow-up result
# Large T inhibition: SV40 large T antigen inhibitors, biochemical (AID 1903); SV40 large T antigen ATPase/helicase inhibition assay; higher % means a stronger effect; inhibition, % at 20 µM; hits with a dose series show IC50 in µM; hit rate 0.39% among 310,000; in the data active = a potency from the dose series; inconclusive = inhibition mostly from about 32% at the one dose, without a potency; inactive = the rest, 99 in 100 with inhibition below about 32%; note: strong numbers were not always called active
# ER stress rescue: rescue of cells from ER stress-induced death, primary screen, 384-well, CSM14.1, thapsigargin, ATP luminescence (AID 1222). CSM14.1 thapsigargin-induced death rescue, ATP luminescence; higher % means a stronger effect. cellular ATP content (survival), % at 20 µM; hits with a dose series show EC50 in µM. 190,000 tested, under 10 active;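 active = EC50 below 50 µM in the dose-response confirmation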;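 note: death triggered by thapsigargin at about 15 µM added after 2 h compound pretreatment; cell ATP read after overnight thapsigargin exposure of roughly 18 to 22 hours; normalized against plate controls of thapsigargin alone and 5% DMSO vehicle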
# RSV CPE inhibition: inhibition of RSV-induced cytopathic effect – HEp-2 cells, primary 10 µM value included (AID 2391). HEp-2 cells, RSV-induced CPE inhibition; higher % means a stronger effect. CPE inhibition, % at 10 µM; hits with a dose series show IC50 in µM. hit rate 0.13% among 310,000; in the data active = a potency from the dose series; inconclusive = CPE inhibition mostly from about 23% at the one dose, without a potency; inactive = the rest, 99 in 100 with CPE inhibition below about 21%; note: strong numbers were not always called active
# LYP inhibition: inhibitors of LYP phosphatase, biochemical, fluorescence intensity, uHTS (AID 1779); recombinant LYP phosphatase, fluorescence intensity; higher % means a stronger effect; inhibition, % at 11.5 µM; hits with a dose series show IC50 in µM; hit rate 0.054% among 290,000; in the data active = inhibition above about 50%;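 note: plate controls were vehicle with enzyme for no effect and no enzyme for full effect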
# MgcRacGAP inhibition: MgcRacGAP GTPase-activating activity inhibitors, confirmation, biochemical, ADP Hunter fluorescence; hit rate 0.6% among 340,000; MgcRacGAP-stimulated Rac1 GTP hydrolysis, ADP Hunter fluorescence; higher % means a stronger effect; GST-tagged Rac1 F28L mutant substrate; inhibition, % at 30 µM; hits with a dose series show IC50 in µM; AID 624330;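 active = first-screen hits whose inhibition reached a set limit at any dose in the follow-up dose series; inconclusive = inhibition above the set first-screen limit but never retested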;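 note: fluorescence reports GDP produced by GAP-driven GTP hydrolysis; strong numbers were not always called active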
# West Nile antiviral: inhibition of WNV-induced cytopathic effect – cell-based, CPE readout (AID 1621); hit rate 0.02% among 290,000; West Nile virus-infected cells, CPE inhibition; higher % means a stronger effect; one-dose CPE inhibition, % at 10 µM; IC50 in µM for titrated hits; in the data active = a potency from the dose series; inconclusive = CPE inhibition mostly from about 3.7% at the one dose, without a potency; inactive = the rest, 99 in 100 with CPE inhibition below about 2.2%; note: strong numbers were not always called active
# PhoP inhibition: PhoP-dependent GFP reporter repression – Salmonella Typhimurium, primary screen (AID 1863) | S. Typhimurium PhoP-regulated promoter GFP reporter, 4 h; higher % means a stronger effect | inhibition, % at 50 µM, or IC50 in µM where a hit was titrated | hit rate 0.16% among 300,000;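 active = inhibition over 29.93%, a cutoff 3 SD above the screen mean, later confirmed by dose response; inconclusive = inhibition over 29.93% but no dose response follow-up; inactive = inhibition at most 29.93% or unconfirmed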;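 note: 0% = low Mg2+ inducing control and 100% = high Mg2+ repressing control; strong numbers were not always called active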
# Dengue-2 NS5 capping pilot replicate: further read-out of Dengue-2 NS5 capping, marked with its call; inhibition, %; measured here: pilot screen replicate inhibition
# An asterisk follows results filed as active; ? = inconclusive; . = not tested or not shown.
# Preview (four entries):
SMILES,GPR35 antagonists,Dengue-2 NS5 capping,Large T inhibition,ER stress rescue,RSV CPE inhibition,LYP inhibition,MgcRacGAP inhibition,West Nile antiviral,PhoP inhibition,others
O=C(/C=C/c1ccco1)NC(=S)Nc1ccc(N2CCCC2)cc1,-8%,10%,13%,-1.8%,1.0%,9%,18%,-1.0%,43%,
Cc1ccsc1C(=CCCN1CCC[C@@H](C(=O)O)C1)c1sccc1C,.,-7%,14%,.,-1.1%,.,2%,-0.3%,0%,
CCOc1ccc(-c2nnn(CCC(=O)O)n2)cc1OC,1%,6%,2%,3.0%,0.0%,-4%,5%,-0.4%,1%,Dengue-2 NS5 capping pilot replicate=2.1
CC1CN(C(=O)c2cc3cc([N+](=O)[O-])ccc3oc2=O)CC(C)O1 (stereo not drawn),11%,-2%,2%,2.0%,-0.6%,-6%,10%,0.3%,6%,

# Results, from the start:
SMILES,GPR35 antagonists,Dengue-2 NS5 capping,Large T inhibition,ER stress rescue,RSV CPE inhibition,LYP inhibition,MgcRacGAP inhibition,West Nile antiviral,PhoP inhibition,others
O=C(/C=C/c1ccco1)NC(=S)Nc1ccc(N2CCCC2)cc1,-8%,10%,13%,-1.8%,1.0%,9%,18%,-1.0%,43%,
Cc1ccsc1C(=CCCN1CCC[C@@H](C(=O)O)C1)c1sccc1C,.,-7%,14%,.,-1.1%,.,2%,-0.3%,0%,
CCOc1ccc(-c2nnn(CCC(=O)O)n2)cc1OC,1%,6%,2%,3.0%,0.0%,-4%,5%,-0.4%,1%,Dengue-2 NS5 capping pilot replicate=2.1
CC1CN(C(=O)c2cc3cc([N+](=O)[O-])ccc3oc2=O)CC(C)O1 (stereo not drawn),11%,-2%,2%,2.0%,-0.6%,-6%,10%,0.3%,6%,
C/C(=N\Nc1ccc(C)c(Cl)c1)c1ccncc1,4%,-7%,3%,.,7.6%,-7%,5%,-1.1%,4%,
Cc1ccc(S(=O)(=O)CCC(=O)NCCN2C(=O)S/C(=C/c3ccc(F)cc3)C2=O)cc1,3%,1%,10%,-0.1%,5.4%,-1%,7%,-1.1%,-8%,
Cc1cccn2c(=O)c(/C=N/O)c(N3CCCC3)nc12,-3%,-3%,10%,0.0%,3.3%,-2%,1%,0.4%,9%,
COc1ccc(S(=O)(=O)NCCc2cn3nc(C)c(C)nc3n2)cc1F,3%,5%,9%,.,-1.4%,-15%,15%,0.3%,2%,
Cc1ccc(OCc2ccc(C(=O)Nc3cc(C)on3)o2)c([N+](=O)[O-])c1,0%,-1%,30%,.,2.5%,-2%,-11%,-0.7%,-7%,
O=C1/C(=C\c2ccncc2)SC(=S)N1C1CCCCC1,16%,6%,4%,-2.8%,1.5%,-1%,0%,0.4%,24%,
O=C(CN1CCN(Cc2ccccc2)CC1)Nc1ccc(F)c(F)c1,16%,-5%,7%,.,0.1%,-8%,74µM*,-0.3%,9%,
CN(Cc1cn(C)c2ccccc12)C(=S)Nc1cc(F)cc(F)c1,-7%,-3%,18%,-3.9%,-0.9%,-4%,2%,-1.3%,-1%,
Cn1c(SCC(=O)c2c(N)n(C)c(=O)n(C)c2=O)nnc1-c1ccccc1F,-14%,0%,6%,-2.3%,0.1%,-7%,14%,0.5%,-2%,
Cc1ccc(NS(=O)(=O)c2ccc(C(=O)NNC(=O)c3ccccc3O)cc2)cc1,.,3%,19%,.,9.0%,.,4%,.,-6%,
CS(=O)(=O)N1Cc2ccccc2CC1C(=O)OCC(=O)Nc1ccc2ccccc2c1 (stereo not drawn),-7%,-5%,3%,-1.3%,7.6%,0%,8%,0.1%,-3%,
COC(=O)Cc1[nH]nc2c1C1(C(=O)N(Cc3ccc(Cl)cc3)c3ccccc31)C(C#N)=C(N)O2 (stereo not drawn),-4%,-4%,12%,-2.5%,16%,-7%,-5%,0.0%,6%,
CCCCNC(=O)CCC(=O)Nc1ccc2nc(N3CCC(C)CC3)cc(C)c2c1,-20%,2%,7%,-0.4%,1.0%,5%,13%,0.1%,2%,
Cc1ccc(CN(Cc2ccco2)C(=O)c2ccco2)cc1,0%,2%,15%,.,1.9%,-6%,6%,0.1%,3%,
Cc1ccc(S(=O)(=O)NC(=O)NN2CCCCCC2)cc1,5%,-1%,14%,-1.6%,-2.7%,-1%,10%,0.3%,6%,
COc1ccccc1N1CCN(c2ncnc3sc(C)c(-c4ccccc4)c23)CC1,16%,-11%,8%,.,?,-1%,5%,1.7%,3%,

# Filtered by structure: the entries above with a Cl atom.
SMILES,GPR35 antagonists,Dengue-2 NS5 capping,Large T inhibition,ER stress rescue,RSV CPE inhibition,LYP inhibition,MgcRacGAP inhibition,West Nile antiviral,PhoP inhibition,others
C/C(=N\Nc1ccc(C)c(Cl)c1)c1ccncc1,4%,-7%,3%,.,7.6%,-7%,5%,-1.1%,4%,
COC(=O)Cc1[nH]nc2c1C1(C(=O)N(Cc3ccc(Cl)cc3)c3ccccc31)C(C#N)=C(N)O2 (stereo not drawn),-4%,-4%,12%,-2.5%,16%,-7%,-5%,0.0%,6%,

# (next part)
SMILES,GPR35 antagonists,Dengue-2 NS5 capping,Large T inhibition,ER stress rescue,RSV CPE inhibition,LYP inhibition,MgcRacGAP inhibition,West Nile antiviral,PhoP inhibition,others
O=C(CN1CC[n+]2c(-c3ccccc3)csc21)c1ccc(Br)cc1,-7%,.,17%,.,2.3%,7%,.,0.5%,-2%,
O=C(NCc1ccccc1Cl)C1CCN(S(=O)(=O)c2cccc3nonc23)CC1,3%,-2%,1%,.,27µM*,-7%,2%,-0.4%,4%,
CCOC(=O)c1c(N)n(CCOC(=O)c2cccs2)c2nc3ccccc3nc12,7%,-2%,-14%,-2.0%,1.7%,-12%,3%,.,3%,
O=C(O)c1ccc(CN(Cc2ccccc2)S(=O)(=O)c2ccc(Cl)cc2)cc1,2%,7%,1%,.,0.8%,-2%,12%,-0.1%,4%,
COc1ccc(OC)c(C(=O)CCCC(=O)c2cc(OC)ccc2OC)c1,11%,5%,24%,.,3.5%,-8%,9%,-0.9%,-11%,
COc1ccc(C(C)NC(=O)c2ccncc2)cc1 (stereo not drawn),0%,-1%,26%,.,1.5%,-11%,1%,0.2%,1%,Dengue-2 NS5 capping pilot replicate=-0.9
CSc1c(SCc2ccccc2)cnn(-c2ccccc2)c1=O,-13%,-13%,3%,-3.2%,3.1%,-4%,-1%,-1.3%,10%,
O=C(NC1CC1)C1CCN(C(=O)c2ccccc2Cl)CC1,-5%,-5%,7%,.,1.2%,-6%,5%,-0.1%,4%,
CCn1c(SCC(=O)N/N=C(\C)c2ccncc2)nnc1-c1ccccc1,-6%,-6%,-4%,-2.2%,9.5%,-11%,-20%,0.1%,7%,
COc1cccc(NC(=O)CCC2CCN(C(=O)c3c(C)noc3C)CC2)c1,6%,1%,4%,.,2.1%,-11%,0%,-1.1%,-6%,
C/C=C\C(=O)Nc1cccc(C2=NOC3(C2)C[C@H](C(N)=O)N(C(=O)[C@H]2CCC(=O)N2)C3)c1 (stereo partly drawn),-6%,.,10%,.,2.3%,-1%,.,0.8%,-8%,
COc1ccc(-n2c(SCC(=O)N(C)c3ccccc3)nc3c([nH]c4ccccc43)c2=O)cc1OC,4%,1%,21%,.,1.1%,-7%,7%,-0.1%,-3%,
CC(C)c1ccc(NC(=O)C2C3C=CC(CC3)C2C(=O)O)cc1 (stereo not drawn),.,-4%,1%,.,12%,.,15%,.,.,
Clc1cccc(N=NN2CCOCC2)c1Cl,9%,-7%,7%,.,2.6%,-6%,1%,-0.7%,1%,
CCOC(=O)CC(=O)CSc1nc(CC)c(C)cc1C#N,10%,6%,6%,.,1.7%,-24%,10%,-0.4%,-5%,
COc1cc(CN2CCNC(=O)C2CC(=O)NCCCC2CCCC2)cc(OC)c1 (stereo not drawn),6%,-12%,11%,.,1.4%,-1%,-3%,-1.1%,-11%,
COc1ccc(S(=O)(=O)N[C@@H](CC(C)C)C(=O)O)cc1,7%,-2%,0%,1.2%,0.7%,-4%,0%,0.1%,0%,
O=C(/C=C\Nc1ccc2c(c1)OCO2)c1ccccn1,-8%,-5%,3%,-9.1%,18%,-6%,6%,0.0%,-1%,
COc1ccccc1CN(Cc1nc2ccccc2c(=O)[nH]1)S(=O)(=O)c1ccc(C)cc1,-2%,-8%,5%,2.2%,6.2%,1%,2%,-0.5%,-7%,
CCOC(=O)c1ccc(CNC(=O)Cn2nnc(-c3cccc(C)c3)n2)o1,5%,-4%,14%,-1.1%,-0.4%,3%,-7%,-0.2%,-6%,
C=CCCC(=O)N(C)CCO,.,-9%,0%,.,0.5%,.,8%,.,.,
COc1ccc(C2C3=C(CC(C)(C)CC3=O)Nc3cc4c(cc32)OCO4)cc1 (stereo not drawn),12%,-6%,2%,-2.6%,5.0%,-11%,12%,0.4%,1%,
Cc1nnc(NC(=O)Cc2ccc(OCc3c(C)noc3C)cc2)s1,1%,-6%,6%,1.3%,1.0%,-2%,7%,0.5%,-6%,Dengue-2 NS5 capping pilot replicate=-1.5
CN1CCN(CC(O)COc2ccc(OCC(O)CN3CCN(C)CC3)cc2)CC1 (stereo not drawn),2%,1%,7%,1.2%,0.4%,-3%,12%,0.4%,5%,
C(=N\n1cnnc1)/c1ccc2c(c1)OCCO2,7%,5%,4%,-2.4%,9.2%,-1%,9%,0.9%,-7%,
COc1ccc(CCN2C(=O)C(Oc3ccccc3)C2c2ccc3c(c2)OCO3)cc1 (stereo not drawn),10%,1%,3%,-1.0%,3.2%,-3%,-4%,-0.2%,-8%,
COc1ccccc1N1CCN(C(=O)CCN2C(=O)c3cccc4cccc(c34)C2=O)CC1,11%,1%,7%,0.4%,0.3%,-2%,-1%,-0.7%,-4%,
O/N=C(/CN(O)/C=C1/C=CC=N1)c1cccs1,6%,-3%,4%,-2.6%,2.1%,1%,-6%,0.1%,8%,
Cn1c(=S)[nH]c2sc3c(c2c1=O)CCC(C(C)(C)C)C3 (stereo not drawn),0%,4%,4%,.,5.1%,-3%,6%,-1.8%,-8%,
CCOC(=O)/C=C/c1ccc2c(c1)S(=O)(=O)N(Cc1ccc(OC)cc1)[C@H]2CC(=O)OCC,.,-14%,5%,.,1.5%,.,7%,-0.3%,-6%,

# Compounds were not picked by outcome; any-hit rate near 1.5%.
